Screening results deposited in PubChem BioAssay by National Center for Advancing Translational Sciences (NCATS).
LDHA inh = qHTS assay for inhibitors of human lactate dehydrogenase. 0.15% of 480,000 active. purified LDHA, NADH/diaphorase-resazurin fluorescence; hits give low values. AID 1347041, 2019. activity change, % (values are at about 110 or 230 µM); in the data active = activity change below about -30%; inconclusive = mostly about -25% to -30%;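 also: plate controls were DMSO wells for no effect and wells without enzyme for full effect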
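Remaining NADH was detected by diaphorase (0.133 mg/mL) converting 37 µM resazurin to fluorescent resorufin, read at 0 and 20 minutes. The preceding 5-minute room-temperature reaction used 2 nM LDHA, 0.2 mM sodium pyruvate and 0.06 mM NADH at pH 7.4.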
D1 potentiator = Potentiators of Human D1 Dopamine Receptor: qHTS; potentiation, % at 10 µM; AID 504651, 2011; HEK293 TREx D1 cells, calcium flux, dopamine EC20 potentiation; 0.036% of 360,000 active; in the data active = potentiation above about 30%; also: 0% is about no effect
Target sequence (P21728 whole entry, looked up): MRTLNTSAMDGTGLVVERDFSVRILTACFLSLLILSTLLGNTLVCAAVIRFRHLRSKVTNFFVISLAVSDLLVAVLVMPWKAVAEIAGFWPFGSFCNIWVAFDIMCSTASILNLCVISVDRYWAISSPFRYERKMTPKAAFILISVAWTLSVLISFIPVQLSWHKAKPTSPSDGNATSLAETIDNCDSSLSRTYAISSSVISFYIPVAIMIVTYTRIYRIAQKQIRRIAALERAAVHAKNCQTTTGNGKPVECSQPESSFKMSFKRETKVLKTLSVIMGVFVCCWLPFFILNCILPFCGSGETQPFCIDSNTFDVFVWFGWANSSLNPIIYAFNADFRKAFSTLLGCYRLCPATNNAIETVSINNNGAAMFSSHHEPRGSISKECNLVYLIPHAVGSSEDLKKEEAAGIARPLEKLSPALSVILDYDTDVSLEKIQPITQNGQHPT
Vif-A3G inh = qHTS for Inhibitors of Vif-A3G Interactions: qHTS | Potency, µM (doses to about 46.1 µM), for inactives: at the top dose activity, negative = active, actives largely listed as inhibitors | AID 602310, 2012 | HeLa A3G-eYFP + Vif (tagged APOBEC3G with the HIV-1 protein that degrades it), YFP fluorescence, overnight | 0.076% of 410,000 active | DNA dC->dU-editing enzyme APOBEC-3G (Homo sapiens), Q9HC16;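 also: potency is read from the fitted curve at half-maximal effect; % is scaled to controls: 0 for no effect and ±100 for the full control effect; nearly all actives have a fitted effect of over 60% in size; hits raise eYFP signal because A3G escapes Vif-driven loss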
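HeLa cells stably expressing Vif and C-terminally eYFP-tagged A3G, seeded overnight at 37 deg C, then exposed to compound by pintool overnight at 37 deg C. Rise in yellow fluorescence (Ex 488/Em 500-530, Acumen) marks blocked Vif-driven A3G degradation.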
RXFP1 agonist = qHTS Assay for Agonists of the Relaxin Receptor RXFP1 | Potency, µM (top dose mostly 57.5 µM), for inactives: at the top dose activation, actives largely listed as activators | HEK293T-RXFP1 cAMP TR-FRET, 30 min; response scale: percent of porcine relaxin response, buffer zero | 0.3% of 370,000 active | Relaxin receptor 1 (Homo sapiens), Q9HBX9; also: potency is read from the fitted curve at half-maximal effect; % is scaled to controls: 0 for no effect and ±100 for the full control effect; nearly all actives have a fitted effect of over 60% in size; many of its hits are not listed in these tables
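HEK293T cells stably expressing RXFP1 were pretreated with the PDE4 inhibitor Ro 20174, exposed to compounds for 30 min at 37C, lysed, and cAMP was read by TR-FRET. Data normalized to buffer (basal) and 29 nM porcine relaxin (100%).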
D1 antagonist = Antagonist of Human D 1 Dopamine Receptor: qHTS; HEK293 TREx D1 cells, calcium flux, dopamine EC80; hits give low values; activity change, negative = inhibition, % at 10 µM; 3.2% of 360,000 active; in the data active = activity change below about -30%; also: % is scaled to controls: 0 for no effect and ±100 for the full control effect
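Kinetic fluorescence of a calcium dye serves as the read-out. D1-expressing Hek293 Trex cells, induced overnight at 30 C, are exposed to compound for 180 s before an EC80 dopamine addition, then read 180 s further.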
Vif-APOBEC3F blk = qHTS for Inhibitors of Vif-A3F Interactions: qHTS. Potency, µM (series often up to 46.1 µM), for the others: top-dose activity, negative = active. HeLa A3F-eYFP + Vif (tagged APOBEC3F with the HIV-1 protein that degrades it), YFP fluorescence increase. AID 602313, 2012. 0.2% of 390,000 active; also: potency is read from the fitted curve at half-maximal effect; % of control where 0% means no effect; nearly all actives have a fitted effect of over 65% in size
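HeLa cells stably expressing A3F-eYFP plus Vif, plated and incubated overnight at 37 deg C, then exposed to compounds overnight at 37 deg C. Blocked degradation read as raised yellow fluorescence (Ex 488/Em 500-530).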
D1 ag = Allosteric Agonists of the Human D1 Dopamine Receptor: qHTS | AID 504660, 2011 | 1% of 360,000 active | HEK293 T-REx D1 cells, calcium flux, agonist mode | D(1A) dopamine receptor (Homo sapiens), P21728 | activation, % at 2 µM; in the data active = activation above about 30%; also: 0% is about no effect
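Tetracycline-induced HEK293 TREx D1 cells, force-coupled to calcium signalling, were dye-loaded with a no-wash calcium kit. Compound was pin-added after a 10 s baseline. Fluorescence was read kinetically at 1 cycle/s for 180 s, with calcium rises flagged as agonism.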
GRP78 ERSR act = qHTS for Inducers of the Endoplasmic Reticulum Stress Response (ERSR) in Human Glioma: qHTS. U87-MG GRP78 promoter luciferase reporter, 16 h. Potency, µM, for inactives: at the highest dose activation, hits mostly activators. 0.02% of 420,000 active. AID 602332, 2012; also: potency is read from the fitted curve at half-maximal effect; series mostly up to about 76 µM; % of control where 0% means no effect; nearly all actives have a fitted effect of over 35% in size
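Stably transfected U87-MG human glioma cells carrying a GRP78-based luminescent sensor were seeded at 1000 cells/well, pin-dosed with compounds and incubated 16 h. Luciferase reagent was then added, and end-point luminescence was read after 10 min at room temperature.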
D2 PAM = HTS Assay for Positive Allosteric Modulators of the Human D2 Dopamine Receptor: Primary Screen for Potentiators. D(2) dopamine receptor (Homo sapiens), P14416. HEK293 T-REx D2, calcium flux, EC20 dopamine potentiation. potentiation, % at 10 µM. 0.34% of 340,000 active;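 active = potentiation over 3 SD above the plate norm, cut at about 30% in these data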; also: 0% is about no effect
Target sequence (P14416 whole entry, looked up): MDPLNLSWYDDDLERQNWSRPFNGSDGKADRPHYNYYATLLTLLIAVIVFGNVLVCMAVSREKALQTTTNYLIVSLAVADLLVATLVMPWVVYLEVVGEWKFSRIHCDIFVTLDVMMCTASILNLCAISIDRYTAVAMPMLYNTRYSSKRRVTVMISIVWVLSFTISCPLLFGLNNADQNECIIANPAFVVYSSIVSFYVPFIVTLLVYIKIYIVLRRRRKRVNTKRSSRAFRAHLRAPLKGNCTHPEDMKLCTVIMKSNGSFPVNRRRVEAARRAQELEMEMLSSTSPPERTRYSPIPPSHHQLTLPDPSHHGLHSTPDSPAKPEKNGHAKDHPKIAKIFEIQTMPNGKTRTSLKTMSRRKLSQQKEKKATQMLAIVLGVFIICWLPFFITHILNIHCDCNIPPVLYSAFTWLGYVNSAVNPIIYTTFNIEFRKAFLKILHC
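Primary screen. Calcium kinetics in induced HEK293 T-REx D2 cells: compound pre-addition 180 s, EC20 dopamine, 180 s more.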
* marks the source's active call; other numbers are inactive results. Unless noted, calls follow the shape of the dose curve; as a rule, active = well fitted curve in the direction sought with a large enough effect; inconclusive = small, poorly fitted or top-dose-only effect, or another doubt; inactive = no such curve, though single readings can be large; an effect the other way counts as inactive or inconclusive. This is a subset; the hit share may differ from the screen's.

Screening NC(=O)CC(NC(=O)c1ccccc1)c1ccc(N2CCN(c3ccccc3)CC2)c([N+](=O)[O-])c1 (centres undefined) returned LDHA inh -7, D1 potentiator -1, Vif-A3G inh 0%, RXFP1 agonist -1.7%, D1 antagonist 7, Vif-APOBEC3F blk 0%, D1 ag -2, GRP78 ERSR act -4% and D2 PAM -2.
For CCNC(=S)Nc1ccc(S(=O)(=O)Nc2cc(C)nc(C)n2)cc1 the results were LDHA inh -6, D1 potentiator 0, Vif-A3G inh 12%, RXFP1 agonist 1.4%, D1 antagonist 1, Vif-APOBEC3F blk 18%, D1 ag 1, GRP78 ERSR act -1% and D2 PAM 1.
For CCOc1ccc(NS(=O)(=O)c2ccc(NS(C)(=O)=O)cc2)cc1 the results were LDHA inh 3, D1 potentiator -1, Vif-A3G inh 4%, RXFP1 agonist 0.6%, D1 antagonist -3, Vif-APOBEC3F blk 0%, D1 ag 3, GRP78 ERSR act -1% and D2 PAM -3.
Cc1cc(C)nc(NS(=O)(=O)c2ccc(NC(=O)c3cccc(N4C(=O)CCC4=O)c3)cc2)n1 was read as LDHA inh 0, D1 potentiator -1, Vif-A3G inh 0%, RXFP1 agonist 1.8%, D1 antagonist -21, Vif-APOBEC3F blk -38%, D1 ag -1, GRP78 ERSR act -3% and D2 PAM 11.
`O=C(NCC1CCN(Cc2ccc(F)cc2)CC1)Nc1cc(F)ccc1F` gave LDHA inh -6, D1 potentiator 0, Vif-A3G inh -3%, RXFP1 agonist 0.5%, D1 antagonist 3, Vif-APOBEC3F blk -3%, D1 ag 13, GRP78 ERSR act -3% and D2 PAM -17.
CN(C)c1cccc(C(=O)NCC(c2ccco2)N(C)C)c1 (centres undefined) was read as LDHA inh -2, D1 potentiator -3, Vif-A3G inh 10%, RXFP1 agonist 2.5%, D1 antagonist 6, Vif-APOBEC3F blk 2%, D1 ag 1, GRP78 ERSR act 3% and D2 PAM -19.
Screening CCOC(=O)c1ccc(NC(=O)COc2ccc(CNCCO)cc2OCC)cc1 returned LDHA inh -4, D1 potentiator -7, Vif-A3G inh -1%, RXFP1 agonist 0.2%, D1 antagonist -1, Vif-APOBEC3F blk -2%, D1 ag 3, GRP78 ERSR act -2% and D2 PAM -1.
For COc1ccccc1NC(=O)c1ccc(NC(=O)COC(=O)C2CC2C)cc1 (centres undefined) the results were LDHA inh -4, D1 potentiator -7, Vif-A3G inh -1%, RXFP1 agonist 0.1%, D1 antagonist -43*, Vif-APOBEC3F blk 5%, D1 ag 0 and GRP78 ERSR act -4%.
For COC(=O)C(NC(C)=O)(Nc1ccccc1)C(=O)OC the results were LDHA inh -11, D1 potentiator 2, Vif-A3G inh -1%, RXFP1 agonist 1.9%, D1 antagonist 3, Vif-APOBEC3F blk 1%, D1 ag 3, GRP78 ERSR act 2% and D2 PAM 7.
`CC(=O)N1CCn2c3ccc(C)cc3c3cccc1c32` gave LDHA inh 11, D1 potentiator -4, Vif-A3G inh -2%, RXFP1 agonist -0.3%, D1 antagonist -4, Vif-APOBEC3F blk -5%, D1 ag -1, GRP78 ERSR act 4% and D2 PAM -11.
`O=C(CN1CCN(S(=O)(=O)c2ccc(F)cc2)CC1)NC1CCCC1` gave LDHA inh 0, D1 potentiator -6, Vif-A3G inh 1%, RXFP1 agonist 2.2%, D1 antagonist -4, Vif-APOBEC3F blk 7%, D1 ag 2, GRP78 ERSR act -3% and D2 PAM -7.
For Cc1ccc2oc(C(=O)Nc3ccc(S(=O)(=O)Nc4onc(C)c4C)cc3)c(C)c2c1 the results were LDHA inh -3, D1 potentiator -2, Vif-A3G inh -10%, RXFP1 agonist -0.1%, D1 antagonist -2, Vif-APOBEC3F blk 1%, D1 ag 3, GRP78 ERSR act -5% and D2 PAM -7.
Screening O=c1oc(/C=C/c2ccc([N+](=O)[O-])s2)nc2ccccc12 returned LDHA inh -6, D1 potentiator -5, Vif-A3G inh -18%, RXFP1 agonist 3.7%, D1 antagonist 1, Vif-APOBEC3F blk 28µM*, D1 ag 1, GRP78 ERSR act 2% and D2 PAM 1.
For CCC(=O)Oc1ccc(C(=O)Nc2cccc(C(=O)NCC(C)C)c2)cc1 the results were LDHA inh -8, D1 potentiator -2, Vif-A3G inh -5%, RXFP1 agonist -1.7%, D1 antagonist 4, Vif-APOBEC3F blk -9%, D1 ag 3, GRP78 ERSR act 1% and D2 PAM -6.
`CC(=O)c1cnc2c(-c3ccc(Cl)cc3)cnn2c1C` gave LDHA inh 2, D1 potentiator -4, Vif-A3G inh 5%, RXFP1 agonist 0.7%, D1 antagonist -3, Vif-APOBEC3F blk -4%, D1 ag 2, GRP78 ERSR act 6% and D2 PAM -8.
Screening COc1cc(CN(C)CCc2ccccn2)cc(OC)c1OC returned LDHA inh -31*, D1 potentiator -5, Vif-A3G inh -2%, RXFP1 agonist 0.3%, D1 antagonist 5, Vif-APOBEC3F blk -5%, D1 ag -2, GRP78 ERSR act -4% and D2 PAM 6.
For CN1CCN(CCCn2cnc3c(=O)oc4ccccc4c32)CC1 the results were LDHA inh -2, D1 potentiator -1, Vif-A3G inh 1%, RXFP1 agonist 1.0%, D1 antagonist 1, Vif-APOBEC3F blk 4%, D1 ag 1, GRP78 ERSR act -4% and D2 PAM -11.
Screening COc1cccc(C(=O)N/N=C/c2ccc(OC)c(COc3ccccc3C(N)=O)c2)c1 returned LDHA inh -5, D1 potentiator -10, Vif-A3G inh -23%, RXFP1 agonist 2.6%, D1 antagonist 11, Vif-APOBEC3F blk -3%, D1 ag 0, GRP78 ERSR act 1% and D2 PAM -1.
For CCC1S/C(=N/N=C/c2ccco2)NC1=O (centres undefined) the results were LDHA inh -4, D1 potentiator 0, Vif-A3G inh -8%, RXFP1 agonist 1.4%, D1 antagonist 4, Vif-APOBEC3F blk -15%, D1 ag 0, GRP78 ERSR act -1% and D2 PAM 5.
CC(=O)c1ccc2c(c1)OCCOCCOCCOCCOCCO2 was read as LDHA inh -8, D1 potentiator -8, Vif-A3G inh -7%, RXFP1 agonist -2.4%, D1 antagonist -17, Vif-APOBEC3F blk 0%, D1 ag 3, GRP78 ERSR act -2% and D2 PAM -4.
CCCNC(=O)CCSc1nc(-c2ccc3c(c2)OCO3)cc(C(F)(F)F)n1 was read as LDHA inh 1, D1 potentiator -4, Vif-A3G inh -2%, RXFP1 agonist 21%, D1 antagonist -10, Vif-APOBEC3F blk 7%, D1 ag 3, GRP78 ERSR act -4% and D2 PAM -5.
For O=C(Cc1ccccc1)Nc1nc(=O)c2ccccc2s1 the results were LDHA inh -5, D1 potentiator -8, Vif-A3G inh -4%, RXFP1 agonist inconclusive, D1 antagonist 0, Vif-APOBEC3F blk -7%, D1 ag 8, GRP78 ERSR act 1% and D2 PAM 1.
For CC(C)NC(=O)C1CCN(Cc2cccc(Oc3ccccc3)c2)CC1 the results were LDHA inh -18, D1 potentiator 2, Vif-A3G inh 1%, RXFP1 agonist 2.3%, D1 antagonist -1, Vif-APOBEC3F blk 1%, D1 ag 8, GRP78 ERSR act 0% and D2 PAM -4.
Screening Cc1ccc(C(C)C)c(OCc2nnc(SCC(=O)Nc3nccs3)n2C)c1 returned LDHA inh -3, D1 potentiator -1, Vif-A3G inh 3%, RXFP1 agonist 0.0%, D1 antagonist -6, Vif-APOBEC3F blk -17%, D1 ag 3, GRP78 ERSR act -4% and D2 PAM 7.

2 records drawn at random from the list so far, as already listed:
Screening COc1cc(CN(C)CCc2ccccn2)cc(OC)c1OC returned LDHA inh -31*, D1 potentiator -5, Vif-A3G inh -2%, RXFP1 agonist 0.3%, D1 antagonist 5, Vif-APOBEC3F blk -5%, D1 ag -2, GRP78 ERSR act -4% and D2 PAM 6.
For CC(C)NC(=O)C1CCN(Cc2cccc(Oc3ccccc3)c2)CC1 the results were LDHA inh -18, D1 potentiator 2, Vif-A3G inh 1%, RXFP1 agonist 2.3%, D1 antagonist -1, Vif-APOBEC3F blk 1%, D1 ag 8, GRP78 ERSR act 0% and D2 PAM -4.

(next part)
For COc1ccccc1NC(=O)c1ccc(S(=O)(=O)N2CCCC2)cc1 the results were LDHA inh -3, D1 potentiator 1, Vif-A3G inh -1%, RXFP1 agonist -0.9%, D1 antagonist -1, Vif-APOBEC3F blk -3%, D1 ag 2, GRP78 ERSR act -3% and D2 PAM -8.
Screening Cc1ccc(-n2c(SCc3nc(-c4ccc(Cl)cc4)no3)nnc2-c2ccncc2)cc1 returned LDHA inh -4, D1 potentiator -1, Vif-A3G inh -4%, RXFP1 agonist 0.7%, D1 antagonist -5, Vif-APOBEC3F blk 8%, D1 ag 9, GRP78 ERSR act -2% and D2 PAM 9.
For COc1cccc(C(=O)c2c(C)c(CCC#N)n3ccccc23)c1OC the results were LDHA inh -2, D1 potentiator -3, Vif-A3G inh -1%, RXFP1 agonist -0.2%, D1 antagonist -13, Vif-APOBEC3F blk 16%, D1 ag 6, GRP78 ERSR act 5% and D2 PAM 9.
For O=c1c2[nH]c3ccsc3c2cnn1Cc1ccccc1F the results were LDHA inh -17, D1 potentiator -7, D1 antagonist 21 and D1 ag 1.
`Cc1ccccc1Nc1nnc(SCC(=O)NCc2ccco2)s1` gave LDHA inh -3, D1 potentiator -5, Vif-A3G inh 0%, RXFP1 agonist 1.1%, D1 antagonist -5, Vif-APOBEC3F blk -8%, D1 ag 0, GRP78 ERSR act -3% and D2 PAM -1.
